KDM5B inh: inhibitors of human KDM5B histone demethylase. AID 1347165. Potency, µM (titrated, usually from 57.7 µM), for the others: at the top dose activity change, negative = inhibition, actives largely listed as inhibitors. 220,000 compounds, 2.6% hits. Q9UGL1. KDM5B demethylase, FDH-coupled NADH fluorescence (FDH is formaldehyde dehydrogenase); active means well fitted inhibition curve with a large enough effect; inconclusive means small, poorly fitted or top-dose-only effect; inactive means no such curve, though single readings can be large or run the other way; further: 0% is about no effect; nearly all actives have a fitted effect of over 70% in size
Target sequence (Q9UGL1 whole entry, looked up): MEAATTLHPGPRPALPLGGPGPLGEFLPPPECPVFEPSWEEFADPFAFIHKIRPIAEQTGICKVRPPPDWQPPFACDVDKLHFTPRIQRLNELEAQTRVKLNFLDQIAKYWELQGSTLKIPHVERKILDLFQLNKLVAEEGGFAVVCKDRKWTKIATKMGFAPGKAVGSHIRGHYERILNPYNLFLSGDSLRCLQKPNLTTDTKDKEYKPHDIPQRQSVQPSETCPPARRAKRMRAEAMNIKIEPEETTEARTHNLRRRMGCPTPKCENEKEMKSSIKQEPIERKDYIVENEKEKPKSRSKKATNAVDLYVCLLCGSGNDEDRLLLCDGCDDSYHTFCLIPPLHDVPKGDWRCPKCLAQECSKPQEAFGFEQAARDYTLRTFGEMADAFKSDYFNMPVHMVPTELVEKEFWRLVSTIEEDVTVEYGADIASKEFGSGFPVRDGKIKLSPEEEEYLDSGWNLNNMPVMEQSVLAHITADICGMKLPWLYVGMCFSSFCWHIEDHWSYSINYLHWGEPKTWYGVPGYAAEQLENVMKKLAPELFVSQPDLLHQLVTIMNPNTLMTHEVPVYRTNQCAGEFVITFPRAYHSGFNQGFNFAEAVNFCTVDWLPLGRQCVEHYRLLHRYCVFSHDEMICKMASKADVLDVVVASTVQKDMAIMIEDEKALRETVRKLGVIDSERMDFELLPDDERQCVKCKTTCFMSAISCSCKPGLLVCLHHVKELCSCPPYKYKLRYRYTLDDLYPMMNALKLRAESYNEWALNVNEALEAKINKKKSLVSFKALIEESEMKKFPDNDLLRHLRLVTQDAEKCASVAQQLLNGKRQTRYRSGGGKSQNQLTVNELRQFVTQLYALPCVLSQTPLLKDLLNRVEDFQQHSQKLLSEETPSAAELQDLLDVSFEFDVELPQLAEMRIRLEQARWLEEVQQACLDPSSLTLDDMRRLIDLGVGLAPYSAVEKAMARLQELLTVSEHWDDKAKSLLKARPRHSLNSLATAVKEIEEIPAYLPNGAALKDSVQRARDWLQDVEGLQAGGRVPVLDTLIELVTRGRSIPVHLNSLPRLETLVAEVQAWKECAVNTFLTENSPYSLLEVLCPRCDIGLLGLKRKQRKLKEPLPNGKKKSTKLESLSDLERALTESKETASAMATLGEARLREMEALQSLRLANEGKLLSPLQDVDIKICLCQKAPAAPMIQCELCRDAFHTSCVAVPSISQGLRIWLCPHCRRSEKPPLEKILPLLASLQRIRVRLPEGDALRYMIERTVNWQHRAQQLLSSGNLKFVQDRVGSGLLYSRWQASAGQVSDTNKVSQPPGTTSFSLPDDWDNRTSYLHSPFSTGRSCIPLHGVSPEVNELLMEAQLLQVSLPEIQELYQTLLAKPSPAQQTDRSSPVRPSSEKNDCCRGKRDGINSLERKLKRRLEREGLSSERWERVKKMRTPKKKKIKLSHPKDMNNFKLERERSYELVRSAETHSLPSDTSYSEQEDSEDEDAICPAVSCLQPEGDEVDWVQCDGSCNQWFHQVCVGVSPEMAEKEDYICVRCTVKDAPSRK
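qHTS format, multiple compound concentrations. Buffer 50 mM HEPES pH 7.5/0.01% Tween-20; 200 nM KDM5BΔAP final; 10 min compound preincubation; substrate-mix levels 12.5 µM peptide, 25 µM α-KG, 0.25 mM NAD⁺; 30 min RT; ΔRFU.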
* = called active by the depositor; ? = inconclusive; [ ] = remark or other dose. Potency means the concentration at half of the fitted maximal effect. Only part of the results is shown, so the mix of outcomes need not match the whole.

SMILES	KDM5B inh
O=C(COc1ccccc1)N1CCC(O)(c2csc(CN3CCc4ccccc4C3)n2)CC1	-16%
Cc1cc(C(=O)N2CC(Oc3cccc(-c4nc(-c5ccccc5)no4)c3)C2)n[nH]1	-16%
CCn1nccc1C(=O)N1CCc2nnc([C@@H]3C[C@@H](O)CN3C(C)C)n2CC1	-36%
CC1(C(=O)Nc2cccc(F)c2)CCCCC(=O)N1 (stereo unspecified)	21%
O=C(c1ccsc1)N1CCn2c(nnc2[C@@H]2C[C@@H](O)CN2Cc2ccccc2)C1	6%
Cc1cccn2c(=O)cc(COc3cccc(NC(=O)c4cccc(Cl)c4)c3)nc12	-14%
CC1CCN(c2nc3c(c(=O)n(C)c(=O)n3C)n2Cc2cccc(C(F)(F)F)c2)CC1	7%
N#CC1(NC(=O)COc2cccc(C(F)(F)F)c2)CCCC1	12%
O=C1COc2ccc(NCCOc3ccccc3)nc2CN1Cc1ccccc1F	?
CCC(C(=O)NCc1nnc2ccc(-c3ccccc3)nn12)c1ccccc1 (stereo unspecified)	22µM*
O=c1c2c(-c3cccs3)csc2nc(CN2CCOCC2)n1CCOc1ccccc1Cl	?
CCc1ccc(NC(=O)NCc2nc(-c3ccccc3)oc2C)cc1	7%
COc1ccc(C)cc1NC(=O)C[C@H]1NC(=O)c2ccccc2NC1=O	-23%
O=C(Nc1ccc(O)c(-c2nc3ccccc3o2)c1)c1cccs1	-6%
COC[C@@H]1CN(S(=O)(=O)c2ccc(F)cc2)C[C@H]1c1nc(C)no1	4%
O=C(c1ccccc1COc1ccccc1)N1CCN(C2CCS(=O)(=O)C2)CC1 (stereo unspecified)	-11%
CCCN1CCC2(CCN(C(=O)COC)CC2)Oc2ccccc21	?
COc1ccc2[nH]c3c(c2c1)CCNC31CCN(C(=O)C(C)(C)C)CC1	25µM*
Cc1nn(-c2ccccc2)c(Oc2ccccc2F)c1CCC(=O)NCC(C)C	-12%
COc1ccc(NC(=O)CC2Nc3cccc4cccc(c34)NC2=O)cc1 (stereo unspecified)	?
O=C(O)c1ccc(CN2C[C@H](O)C[C@H]2c2nc(-c3ccc4c(c3)OCO4)no2)cc1	-14%[86.2 µM]
COc1ccc(Cl)cc1NC(=O)Cn1nnc(C(=O)NCc2ccc3c(c2)OCO3)c1N	-11%
O=C(NCc1ccc(F)cc1)[C@@H]1C[C@@H](c2ccc(F)cc2)N([S+](=O)([O-])c2ccccc2)C1	-14%
Cc1cccc(N2CCN(C(=O)Cn3nc(C)c4sc5ccccc5c4c3=O)CC2C)c1 (stereo unspecified)	-13%
COc1ccc(C(CC(=O)N2CCC(OC)CC2)c2ccccc2)cc1 (stereo unspecified)	-3%
CCC(=O)Nc1nnc(SCC(=O)NCc2ccc3c(c2)OCO3)s1	42%[activator]
CCN(Cc1cc(=O)[nH]c2c(C)cc(C)cc12)C(=O)Nc1cc(C)ccc1OC	16%
COc1ccccc1OCC(=O)NCC1CCCN(Cc2ccc(C)c(C)c2)C1 (stereo unspecified)	-17%
CNC(=O)[C@@H](CC(C)C)N1CCC[C@H]1C(=O)NCCc1ccccn1	-9%[86.2 µM]
C[C@@H]1CN(C(=O)c2cnn(C)c2)CC[C@@]1(O)C1CCOCC1	10%
Cc1ccc(Oc2ccc(NC(=O)c3n[nH]c(=O)c4ccccc34)cc2)cc1	0%
CCc1ccc(NC(=O)Cn2ncn3c(cc4ccccc43)c2=O)cc1	?
O=C(CCc1cc2n(n1)CCCN(C(=O)CCc1ccsc1)C2)NC1CC1	-22%
COc1cccc(N2CCN(C(=O)c3ccc(Cn4c(=O)[nH]c5cc(OC)c(OC)cc5c4=O)cc3)CC2)c1	?
Cc1ccccc1C(=O)Nc1nc(SCc2ccc(Cl)cc2)n[nH]1	3%
O=C(CSc1nccn1-c1ccccc1)Nc1ccc2c(c1)OCO2	12%
COCC(=O)Nc1nnc(SCC(=O)N2C(C)CCCC2C)s1 (stereo unspecified)	18%
CCOc1ccc2oc(=O)cc(-c3cc4ccccc4o3)c2c1	9%
CSc1ccc(Cl)c(C(=O)Nc2cc(C)cc(C)c2)c1	20%
COc1ccccc1C(=O)Nc1cccc(S(=O)(=O)N2CCCC2)c1	29%
O=C(c1ccncc1)N1CCCCCC1c1nnc(-c2ccccc2)o1 (stereo unspecified)	?
CCc1cnc2c(c1SCC(=O)Nc1cc(Cl)ccc1OC)c(=O)n(C)c(=O)n2C	-15%
Cc1ccc(CCNC(=O)c2cc(C)nc3c(C)cc(C)cc23)cc1	26%
CC(C)NC(=O)NCC12CCCC=C1NC(=O)CC2 (stereo unspecified)	?
CCCC(=O)N1Cc2ccccc2CC2(CCCN(CC3CCNC3)C2)C1 (stereo unspecified)	-3%[115 µM]
Cc1ccc2c(CSc3nnnn3-c3ccccc3)cc(=O)oc2c1C	10%
O=C(Cn1ccn2nc(-c3ccc4c(c3)OCO4)cc2c1=O)NCc1ccc(Cl)cc1	7%
COc1ccc(Cc2cc(-c3ccc(F)cc3)n[nH]c2=O)cc1	29%
COc1ccc(OC)c(NC(=O)Cn2cc(C(=O)c3ccc(Cl)cc3)c(=O)c3cc(OC)ccc32)c1	-39%
C=CCn1cc(CN(CC)Cc2ccc(OC)cc2)c(C)n1	29%
Cc1onc(-c2ccccc2Cl)c1C(=O)Oc1ccccc1F	-19%
CCCC(=O)N(c1ccc2oc3c(c2c1)CCCC3)S(=O)(=O)c1cc(C)ccc1C	1%
CCc1ccccc1NC(=O)Cn1ncc2c(C)n(Cc3ccccc3F)c(C)c2c1=O	-3%
COc1cccc(CNC(=O)C2CCN(c3nc4ccc(Cl)cc4[nH]3)CC2)c1	-5%
Cc1c(-c2nc(-c3ccccc3)no2)nnn1-c1ccc(F)c(Cl)c1	-1%
CN(Cc1ccc2c(c1)OCO2)C(=O)c1nn(-c2ccccc2)c(=O)c2ccccc12	11%
Cn1c(-n2cccc2)c(-c2c(-c3ccccc3)[nH]c3c2c(=O)n(C)c(=O)n3C)c(=O)n(C)c1=O	5%
CN(C)CCn1c2c(c(SCC(=O)Nc3ccc(F)cc3F)nc1=O)CCC2	-14%
NS(=O)(=O)c1ccc(CCNC(=O)c2cc(-c3cc(Cl)ccc3O)n[nH]2)cc1	-2%
CCC[C@@H]1CN(CCC(=O)NCc2cccc(Cl)c2)C[C@H]1C(=O)O	-20%
(next part)
SMILES	KDM5B inh
COc1ccc(CCNC(=O)Cn2nc3n(c2=O)CCCCC3)cc1OC	7%
Cc1ccc(NC(=O)c2ncoc2-c2cccc(Cl)c2)cc1F	-1%
CC(NS(=O)(=O)c1cc(F)cc(F)c1)C(=O)N1CCCC1 (stereo unspecified)	16%
CCOC(=O)N1CCC(NC)CC1	?
O=C(N1C[C@H]2CC[C@H]1C2)C1(Oc2ccc(Cl)cc2)CCNCC1	103%[activator]
COCCNC(=O)[C@@H]1C[C@H](Oc2ccccc2)CN1C(=O)c1cc(C)n(C)n1	-15%
CC(C)N1CC[C@@H]2[C@H]1C(=O)NC[C@H](CCC(=O)NCc1ccccc1)N2C	-13%[86.2 µM]
Cc1cccc(NC(=O)Cn2c(=O)n(Cc3ccccc3)c(=O)c3oc4ccccc4c32)c1C	-28%
Cc1noc([C@@H]2CN(C(=O)CC3CCCC3)C[C@H]2CO)n1	14%
CCOC(=O)c1cc(-c2ccccc2)nn1Cc1ccccc1	-3%
CCc1cccc(C)c1NC(=O)C(CC)n1ncn2c(cc3cc(C)ccc32)c1=O (stereo unspecified)	-28%
CCc1ccc(S(=O)(=O)Nc2cc3c(cc2C)n(C)c(=O)c(=O)n3C)cc1	?
O=C(NC1CCCC(C(F)(F)F)C1)c1ccc(CN2CCCCC2)cc1 (stereo unspecified)	0%
COc1cccc(N2CCN(S(=O)(=O)c3ccc4c(c3)CCCN4C(C)=O)CC2)c1	11%
CC(=O)NC1=NN(C(C)=O)C2(S1)C(=O)N(CCC(C)C)c1c(C)cc(C)cc12 (stereo unspecified)	-18%
CC(C)c1ccc(NC(=O)CSc2nc3c(=O)[nH]cnc3n2CC2CCCO2)cc1 (stereo unspecified)	-1%
CCc1ccc(NC(=O)CSC2=Nc3ccccc3C3=NC(CCC(=O)NCCc4ccccc4)C(=O)N23)cc1 (stereo unspecified)	-24%
Cc1ccccc1N/C(=N/S(=O)(=O)c1cc(F)ccc1F)c1ccccc1	31%
O=C(C1CC1)N1CCC(N2C(=O)C(O)C23CCCCC3)CC1 (stereo unspecified)	11%
O=c1[nH]nc(-c2ccccc2)cc1-c1ccccc1	?

14 successive entries from above, quoted:
SMILES	KDM5B inh
Cc1onc(-c2ccccc2Cl)c1C(=O)Oc1ccccc1F	-19%
CCCC(=O)N(c1ccc2oc3c(c2c1)CCCC3)S(=O)(=O)c1cc(C)ccc1C	1%
CCc1ccccc1NC(=O)Cn1ncc2c(C)n(Cc3ccccc3F)c(C)c2c1=O	-3%
COc1cccc(CNC(=O)C2CCN(c3nc4ccc(Cl)cc4[nH]3)CC2)c1	-5%
Cc1c(-c2nc(-c3ccccc3)no2)nnn1-c1ccc(F)c(Cl)c1	-1%
CN(Cc1ccc2c(c1)OCO2)C(=O)c1nn(-c2ccccc2)c(=O)c2ccccc12	11%
Cn1c(-n2cccc2)c(-c2c(-c3ccccc3)[nH]c3c2c(=O)n(C)c(=O)n3C)c(=O)n(C)c1=O	5%
CN(C)CCn1c2c(c(SCC(=O)Nc3ccc(F)cc3F)nc1=O)CCC2	-14%
NS(=O)(=O)c1ccc(CCNC(=O)c2cc(-c3cc(Cl)ccc3O)n[nH]2)cc1	-2%
CCC[C@@H]1CN(CCC(=O)NCc2cccc(Cl)c2)C[C@H]1C(=O)O	-20%
COc1ccc(CCNC(=O)Cn2nc3n(c2=O)CCCCC3)cc1OC	7%
Cc1ccc(NC(=O)c2ncoc2-c2cccc(Cl)c2)cc1F	-1%
CC(NS(=O)(=O)c1cc(F)cc(F)c1)C(=O)N1CCCC1 (stereo unspecified)	16%
CCOC(=O)N1CCC(NC)CC1	?

New compounds follow.
SMILES	KDM5B inh
Cc1nc(C(C)(C)C)nc2sc(C(=O)N(C)C)c(C)c12	15%
Cn1c(C(=O)N2CCc3c(n(Cc4cccnc4)n(-c4ccccc4)c3=O)C2)cc2ccccc21	2%
CCCc1nc(C(=O)N(C)CCCc2cnn(C)c2)cs1	-4%
Cn1nc(C2CCNC2)c2c(C(=O)NC3CC3)cc(C3CC3)nc21 (stereo unspecified)	100µM*
Cc1noc2c(Nc3ccc(C(N)=O)cc3)cc(-c3cccnc3)nc12	?
COCCn1c(N2CCCC(C)C2)nc2c1c(=O)[nH]c(=O)n2C (stereo unspecified)	?
Cc1nnc(CN2CCN(C)C3(CCC(=O)N(CC(=O)O)CC3)C2)o1 (stereo unspecified)	26%
Cc1ccc(-n2c(C3CCN(C(=O)c4c(F)cccc4Cl)CC3)n[nH]c2=O)cc1	14%
O=C(c1csc(-c2ccsc2)n1)N1CCCC1c1ccccc1 (stereo unspecified)	10%
Cc1ccc2c(c1)c(=O)c1ccccc1n2CCCC(=O)Nc1c(F)cccc1F	?
C/C=C(\C)C(=O)O[C@@H]1Cc2c(ccc3ccc(=O)oc23)OC1(C)C	?
CC(C)OCCCNC(=O)C1c2ccccc2C(=O)N(Cc2ccccc2)C12CCCC2 (stereo unspecified)	-18%
CCc1ccccc1N(C)C(=O)c1ccc2c(=O)n3c(nc2c1)CCCCC3	?
Cc1ccc(CNC[C@H]2O[C@H](Cc3cc(-c4ccc(F)cc4)on3)CC[C@@H]2O)cc1	67%[activator][86.2 µM]
O=C1CC(c2ccccc2)N(Cc2ccncc2)CCCN(C(=O)Cc2cccnc2)CCN1 (stereo unspecified)	-45%
CCCN(CCC)CCCNC(=O)c1cc2c(=O)[nH]c3ccccc3c2s1	?
O=C(O)c1nnn(-c2ccccc2)c1C(F)(F)F	14%
O=C1NC(=O)/C(=C/c2ccc(N3CCOCC3)o2)N1	33%[activator]
COC[C@@H]1CN(Cc2cccc(OC)c2)C[C@H]1C(=O)NC1CC1	2%
Cc1ccc2oc(-c3ccc(NC(=O)CCC(=O)O)cc3)nc2c1	?
CC1CCCCC12CCc1cc3c4c(c(=O)oc3cc1O2)CCCC4 (stereo unspecified)	?
Cc1cc(NC(=O)c2ccc3c(c2)C(=O)N(CC(C)C)C3=O)no1	4%
Cc1cnc(C2CCN(C(=O)c3ccc(Cl)cc3)CC2)[nH]1	-11%[149 µM]
Cc1noc(C)c1[S+](=O)([O-])N1CCC12Cc1ccccc1NC2=O (stereo unspecified)	-18%
COc1ccccc1N1CCN(C(=O)C2CCN(S(=O)(=O)c3ccccc3F)CC2)CC1	-7%
O=C(COc1cccc(F)c1)Nc1cccc2cccnc12	?
CC1(C)CC(NC(=O)CCNC(=O)N2CCN(C(=O)c3cc4ccccc4[nH]3)CC2)CC(C)(C)N1	2%
Nc1nc(CCC(=O)N[C@@H]2[C@@H](Cc3ccccc3)[C@H]3OCC[C@@H]23)cs1	-29%
CN(C)S(=O)(=O)N(CC(=O)NC1CC1)c1ccccc1	3%
O=C(NCc1ccccc1)C1CCC(=O)N1C1CCN(C(=O)Cc2ccccc2F)CC1 (stereo unspecified)	-8%
CCC(C)NC(=O)C1COC2(CCC(C)CC2)N1C(=O)c1cccc(C)c1 (stereo unspecified)	-8%
Cn1c(=O)[nH]c(=O)c2c1nc(N1CCOCC1)n2CC(O)COc1ccc(Cl)cc1 (stereo unspecified)	11%
O=C(CCc1ccco1)N1CCC(C2CCN(Cc3cccc(F)c3F)CC2)C1 (stereo unspecified)	32%[activator]
CC1=C(c2ccc(C(C)C)cc2)S(=O)(=O)NC1=NCc1ccccc1C	-29%
Cc1cccc(OC(C)C(=O)Nc2ccc(SCc3cc(=O)n4c(ncn4C(C)C)n3)cc2)c1 (stereo unspecified)	6%
COc1ccccc1N1CCN(C(=O)c2cn(C)c3ccc(S(=O)(=O)N(C)C4CCCCC4)cc3c2=O)CC1	6%[11.5 µM]
CN1CCC(Oc2nccnc2N2CCOCC2)C1 (stereo unspecified)	1%
